# Screening results deposited in PubChem by several laboratories.
# NPY-Y1 PAM-ag: human NPY-Y1 potentiation or agonism, primary screen; P25929; NPY-Y1 expressing cells, potentiator/agonist activation; activation, % at 3.6 µM; actives 0.37% (n = 220,000); in the data active = activation above about 33%, passing the limit was not always enough;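 note: cells stimulated with NPY at EC10 then isoproterenol at EC100; 0% = low agonist plus stimulus and 100% = saturating agonist plus stimulus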
# Target sequence (P25929 whole entry, looked up): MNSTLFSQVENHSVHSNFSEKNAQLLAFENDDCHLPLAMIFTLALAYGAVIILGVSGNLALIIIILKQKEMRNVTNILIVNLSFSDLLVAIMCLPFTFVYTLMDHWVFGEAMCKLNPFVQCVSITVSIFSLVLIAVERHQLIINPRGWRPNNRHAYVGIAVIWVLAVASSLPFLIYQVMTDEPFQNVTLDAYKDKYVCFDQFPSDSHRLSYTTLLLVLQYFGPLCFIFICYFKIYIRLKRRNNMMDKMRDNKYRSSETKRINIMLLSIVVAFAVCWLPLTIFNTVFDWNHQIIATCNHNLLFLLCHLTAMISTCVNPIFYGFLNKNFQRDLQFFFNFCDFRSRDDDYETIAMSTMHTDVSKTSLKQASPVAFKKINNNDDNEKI
# Runt-CBFb FRET: Runt domain-CBFb interaction inhibition; inhibition, % at 20 µM; Cerulean-Runt/Venus-CBFb FRET ratio 530/480, 1 h; actives 0.46% (n = 220,000);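 active = inhibition over about 50% at 20 µM in the single-dose screen, limit read from the data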;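 note: 0% = DMSO wells and 100% = excess unlabeled CBFb competitor control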
# Target sequence (Q01196 whole entry, looked up, the tested form may be a part): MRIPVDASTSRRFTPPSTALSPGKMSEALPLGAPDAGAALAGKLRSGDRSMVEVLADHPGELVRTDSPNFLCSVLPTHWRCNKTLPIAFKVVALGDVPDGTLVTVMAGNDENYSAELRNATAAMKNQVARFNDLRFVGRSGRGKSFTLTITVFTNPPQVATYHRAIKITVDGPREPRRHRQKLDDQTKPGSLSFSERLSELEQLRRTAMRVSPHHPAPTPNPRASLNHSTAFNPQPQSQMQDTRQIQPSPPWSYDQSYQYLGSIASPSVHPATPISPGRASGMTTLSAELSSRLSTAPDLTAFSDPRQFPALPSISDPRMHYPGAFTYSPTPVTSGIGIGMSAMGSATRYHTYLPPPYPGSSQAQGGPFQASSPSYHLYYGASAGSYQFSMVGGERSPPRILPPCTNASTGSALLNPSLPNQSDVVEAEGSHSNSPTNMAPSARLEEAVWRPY
# Target sequence (Q13951 whole entry, looked up, the tested form may be a part): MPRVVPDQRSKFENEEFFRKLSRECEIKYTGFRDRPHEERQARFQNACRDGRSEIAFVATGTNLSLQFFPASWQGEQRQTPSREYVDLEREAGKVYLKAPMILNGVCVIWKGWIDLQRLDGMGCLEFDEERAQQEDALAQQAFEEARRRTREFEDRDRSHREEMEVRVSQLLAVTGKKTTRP
#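 Doses: 20 µM compound in 1% DMSO | Material: Cerulean-labeled Runt domain protein | Amount: Each fluorescent fusion protein 100 nM | Schedule: Two 1 h room-temperature incubations shielded from light | Measured by: FRET fluorescence | Evaluation: Loss of energy transfer signal | Controls: Unlabeled CBFb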
# S1P4 ag: human S1P4 receptor agonism. O95977. S1P4-expressing cell line, agonist reporter assay. activation, % at 4.98 µM. actives 0.35% (n = 220,000); in the data active = activation above about 11%;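 note: 0% = DMSO vehicle and 100% = reference agonist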
# Ba/F3 V617F tox: lowers viability of Ba/F3 cells expressing EpoR and JAK2V617F; inhibition, % at 5.6 µM; ATP luminescence; actives 1.1% (n = 220,000);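 active = inhibition above the campaign mean plus 3 SD over all tested compounds, cut at about 24% in these data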;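 note: cytokine-independent growth of Ba/F3 cells driven by EpoR plus mutant JAK2; 0% = DMSO-treated cells and 100% = JAK inhibitor I control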
# NPY Y1 blocker: NPY-Y1 (human) receptor antagonism. P25929. HEK293-CNG Y1 cells, membrane potential fluorescence; NPY at EC95, then isoproterenol. inhibition, % at 3.6 µM. actives 1% (n = 200,000);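 active = inhibition above the campaign mean inhibition of all tested compounds plus 3 SD, cut at about 20% in these data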;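 note: 0% = DMSO wells given NPY plus isoproterenol and 100% = isoproterenol alone without NPY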
#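 System: HEK293 cells with Y1 receptor plus CNG channel / Probe or stimulus: NPY 25 nM then isoproterenol 1 µM plus Ro 20-1724 25 µM / Compound: one concentration, 3.6 µM, in 0.4% DMSO / Schedule: compound incubation 1 h at room temperature, readout 45 min post-stimulation / Measured by: membrane potential fluorescence / Read-out: % inhibition of NPY effect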
# BaF3 parental: parental Ba/F3 viability inhibition as JAK2V617F counter-screen; CellTiter-Glo ATP luminescence; inhibition, % at 5.6 µM; actives 1.1% (n = 220,000); AID 1486;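 active = inhibition above a per-campaign cutoff, the mean inhibition of all tested compounds plus 3 SD, cut at about 27% in these data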;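 note: 0% = DMSO wells and 100% = JAK Inhibitor I control wells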
# RBBP9 inhibitor: blocks human serine hydrolase RBBP9. O75884. recombinant RBBP9, FP-Rh probe fluorescence polarization. inhibition, % at 7.94 µM. actives 0.2% (n = 220,000). AID 1515;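 active = inhibition above the campaign mean of all tested compounds plus 3 SD, cut at about 14% in these data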;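 note: plate controls were DMSO wells with RBBP9 for no effect and wells lacking RBBP9 protein for full effect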
#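 System: RBBP9 protein / Buffer or medium: Tris/NaCl buffer pH 8.0 with 0.1% Pluronic / Probe or stimulus: Serine-hydrolase probe FP-Rh, 375 nM pre-mixing / Dosing: 7.94 µM single dose, 0.794% DMSO / Times: enzyme-compound preincubation 30 min, then probe labeling 45 min, 25 °C / Technique: fluorescence polarization (mP), excitation 525 nm, emission 598 nm / Replication: singlicate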
# S1P4 antag: human S1P4 receptor antagonism. O95977. S1P4-expressing cells, antagonist mode, reporter read-out. inhibition, % at 4.98 µM. actives 0.26% (n = 220,000). AID 1510; in the data active = inhibition above about 29%;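 note: 0% = wells stimulated with agonist and 100% = vehicle wells without agonist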
# NPY2 pot ag: potentiators or agonists of human neuropeptide Y receptor Y2; activation, % at 3.6 µM; AID 1359; actives 0.45% (n = 220,000); cells expressing NPY-Y2, potentiator/agonist read-out; P49146; in the data active = activation above about 27%;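 note: cells stimulated with NPY near EC25 plus isoproterenol at EC100; 0% = vehicle plus submaximal agonist and 100% = vehicle plus saturating agonist; some results beyond the cut were filed as inactive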
# An asterisk follows results filed as active; · = no result given. Rows were taken by chance; overall some 3.6% were active at least once.
SMILES,NPY-Y1 PAM-ag,Runt-CBFb FRET,S1P4 ag,Ba/F3 V617F tox,NPY Y1 blocker,BaF3 parental,RBBP9 inhibitor,S1P4 antag,NPY2 pot ag
O=C(c1ccccc1)N1CCN(C2CCCCC2)CC1,0,0,-0.9,-2,6,4,2,-9,4
COc1ccc(CCN(C)C(=S)NC(=O)c2ccc(F)cc2Cl)cc1OC,-4,1,-0.3,-2,-3,0,9,-1,2
Cc1ccc2c(c1)N=C(c1ccccc1)CC(C(Cl)Cl)=N2,22,1,2.1,1,·,3,-9,6,-29
O=C(Cc1ccccc1)N1CCC(O)(c2cccnc2)CC1,11,1,-1.7,-2,1,-1,0,-8,8
CCN(CC)S(=O)(=O)c1ccc(N(C)Cc2cccc(OC)c2OC)nc1,-4,-2,1.9,1,2,8,-4,-27,0
O=C(NCc1ccc2c(c1)OCO2)c1ccc(Br)s1,-2,1,-1.3,-1,·,-4,-1,10,-16
O=C(Cc1nc2ccccc2[nH]c1=O)c1ccc(Cl)cc1,22,7,-0.5,3,·,-3,-4,2,9
COc1cc(/C=C/C(=O)N2CCCc3ccccc32)cc(OC)c1OC,4,-2,0.3,-2,1,9,2,-7,7
Cc1cccc(NC(=O)c2cc(N3CCOCC3)nc3ccccc23)c1,-69,-2,-0.4,2,16,9,-8,-2,-14
COC(=O)CSc1nc(C2CC2)nc2ccccc12,-13,1,1.1,-3,3,-1,-5,-19,-11
O=C(NNC(=S)Nc1ccc(Cl)c(Cl)c1)c1cccc([N+](=O)[O-])c1,-51,2,1.0,2,·,1,-5,15,-15
Cc1c(NC(=O)CN2CCN(C(=O)c3ccco3)CC2)c(=O)n(-c2ccccc2)n1C,-11,-4,-0.3,2,0,5,-13,-15,-8
COc1ccc(/C(N)=N/OC(=O)c2cccc([N+](=O)[O-])c2)cc1,5,2,-2.2,3,3,3,-12,3,8
OCC(O)CNC(=S)NC1CCCCC1 (configuration not stated),13,0,2.5,-4,-4,-1,-8,-11,7
COC(=O)CC1SC(=O)NC1=Nc1ccccc1 (configuration not stated),13,-2,2.0,1,4,4,-9,-5,1
COc1ccc(C(=O)/C=C/c2ccc(N(C)C)cc2)c(OC)c1,2,-156,0.7,-1,·,2,-7,26,-3
COc1ccc2c(=O)cc(-c3cccnc3)oc2c1OC,-4,2,0.1,2,·,-6,7,-8,-11
Cc1ccc(NC(=O)CN2CCC(C(=O)c3ccc4c(c3)OCCO4)CC2)cc1,-42,-2,-2.5,-1,7,3,-9,4,-16
Cc1ccn2cc(CNC(=O)c3cccs3)nc2c1,3,-2,-0.5,2,0,8,-1,1,-2
CCOC(=O)c1nn(C23CC4CC(CC(C4)C2)C3)c2c1C(=O)N(c1ccc(C)cc1)C2=O,3,1,-0.7,-2,4,2,-5,-3,9
COc1ccc(/C(C)=N/Nc2ncc(Cl)cc2Cl)c(O)c1,-9,-5,-0.6,1,-3,10,-4,4,-8
Cc1ccc(S(=O)(=O)NC(=O)NCc2ccccc2)cc1,-4,1,2.8,0,6,3,3,-14,-2
Cc1cccc(OCC(=O)Nc2cccc(C(=O)Nc3ccccc3C(=O)O)c2)c1,-3,-2,0.6,1,3,6,-12,-13,5
O=C(O)c1cccc(N/N=C/c2cccs2)c1,-9,-5,-1.1,-1,-1,3,3,19,11
CCOc1cccc(OCCCOc2cccc3cccnc23)c1,-23,-5,-1.5,4,2,10,-3,-19,-24

# Arranged by the number under NPY-Y1 PAM-ag (largest number first): some entries from above.
canonical_smiles,NPY-Y1 PAM-ag
Cc1ccn2cc(CNC(=O)c3cccs3)nc2c1,3
COc1ccc2c(=O)cc(-c3cccnc3)oc2c1OC,-4
O=C(O)c1cccc(N/N=C/c2cccs2)c1,-9

# Copied from the entries so far (6 entries):
SMILES,NPY-Y1 PAM-ag,Runt-CBFb FRET,S1P4 ag,Ba/F3 V617F tox,NPY Y1 blocker,BaF3 parental,RBBP9 inhibitor,S1P4 antag,NPY2 pot ag
O=C(c1ccccc1)N1CCN(C2CCCCC2)CC1,0,0,-0.9,-2,6,4,2,-9,4
COc1ccc(CCN(C)C(=S)NC(=O)c2ccc(F)cc2Cl)cc1OC,-4,1,-0.3,-2,-3,0,9,-1,2
Cc1ccc2c(c1)N=C(c1ccccc1)CC(C(Cl)Cl)=N2,22,1,2.1,1,·,3,-9,6,-29
O=C(Cc1ccccc1)N1CCC(O)(c2cccnc2)CC1,11,1,-1.7,-2,1,-1,0,-8,8
CCN(CC)S(=O)(=O)c1ccc(N(C)Cc2cccc(OC)c2OC)nc1,-4,-2,1.9,1,2,8,-4,-27,0
O=C(NCc1ccc2c(c1)OCO2)c1ccc(Br)s1,-2,1,-1.3,-1,·,-4,-1,10,-16

# (more compounds)
SMILES,NPY-Y1 PAM-ag,Runt-CBFb FRET,S1P4 ag,Ba/F3 V617F tox,NPY Y1 blocker,BaF3 parental,RBBP9 inhibitor,S1P4 antag,NPY2 pot ag
O=C(c1ccco1)N1CCN(S(=O)(=O)c2cccc(C(F)(F)F)c2)CC1,-22,-4,2.4,5,8,2,4,-7,-14
COC(=O)C1=C(C(=O)OC)SC2(S1)C(C(=O)OC)=C(C(=O)OC)SC1=C2c2cc(C)ccc2NC1(C)C,1,49,0.7,-5,2,1,6,10,-7
O=C(N/C(=C\c1cccs1)C(=O)N1CCOCC1)c1cccs1,4,-1,1.5,-2,-3,-1,-3,-7,4
O=C(CN1CCCCCC1)N/N=C/c1cccc(Cl)c1Cl,-14,-1,-2.5,-2,4,6,-5,-10,-18
Cc1c(N/C(=N/S(=O)(=O)c2ccc(F)cc2)c2ccccc2)c(=O)n(-c2ccccc2)n1C,5,0,14*,2,2,5,-1,-5,0
O=C(Nc1ccc2ccccc2c1)c1onc2c1CCCC2,-7,-2,2.6,-4,10,4,-6,-12,-7
C#CCOCCOCCOCCNc1nc(N2CCN(C(=O)[C@H]([C@@H](C)CC)n3cc([C@@H](N)CC(C)C)nn3)CC2)nc(N2CCN(C(=O)[C@H](CCCCN)n3cc([C@@H](N)CO)nn3)CC2)n1,4,-1,-1.9,-1,1,-1,4,-5,4
CCn1c(C)c(C(C)=O)c(N2CCN(c3cccc(Cl)c3)CC2)nc1=S,-6,-38,0.7,0,4,2,2,1,-12
NC(=O)c1ccc(/C=N/O)nc1,-1,2,-0.2,2,2,8,-2,5,-14
COc1ccc(N=Nc2nc3cc(Br)c(Br)cc3n2C)c(OC)c1,14,-40,3.8,3,5,7,2,-9,11
Cc1ccc(C)c(NC(CC(=O)c2ccccc2)C(=O)OCC(=O)c2cccs2)c1 (configuration not stated),-9,21,0.6,-3,13,6,-6,-10,-1
NS(=O)(=O)c1ccc(NC(=O)c2c(F)cccc2Cl)cc1,-7,0,1.7,-3,·,-2,-2,-13,6
O=C(N/N=C/c1c[nH]c2ccc(Br)cc12)c1ccn(Cc2ccc(Cl)cc2)n1,9,-3,1.0,3,-3,0,-9,-8,9
O=C1C2C3C=CC(C4CC34)C2C(=O)N1/N=C/c1ccc([N+](=O)[O-])s1 (configuration not stated),4,-1,-1.9,-5,3,0,5,-18,0
Cc1ccc(CNC(C)c2ccccc2)cc1 (configuration not stated),26,1,-0.4,-2,-3,1,-10,-3,4
O=C(C1=C[C@H](c2ccc3c(c2)OCO3)C[C@H](OCCCCO)O1)N1CCN(Cc2ccccc2)CC1,-6,-2,-1.4,1,5,7,2,-3,-17
CN(C)CCNC(=S)Nc1ccccc1Cl,23,0,-0.4,-1,3,2,-6,-15,14
OCCN=C1CCCc2c1[nH]c1ccc(Br)cc21,-8,1,0.3,-1,5,2,-4,3,10
CC(=O)c1ccc(OCC(O)CN2CCN(CC(O)COc3ccc(C(C)=O)cc3)CC2)cc1 (configuration not stated),-34,0,2.1,-2,-6,-3,-4,3,-9
COC(=O)CCCC(=O)N1CCOCCN(C(=O)CCCC(=O)OC)CCOCC1,-8,0,-0.8,-4,-4,1,5,6,-6
COc1ccc(Cl)cc1C(=O)Nn1c(C)nc2ccccc2c1=O,-1,0,0.2,-4,10,-1,-6,-25,-7
COc1ccccc1-c1nnc2sc(COc3ccc(Cl)cc3)nn12,7,-4,-0.5,-2,10,-1,-1,-14,-7
CCCCC(=O)Nc1ccc(C(=O)NNC(=O)c2ccccc2Br)cc1,5,·,0.6,-1,-10,8,-6,-2,7
CCn1c(=O)c2cc(C(=O)Nc3cccc(C(C)=O)c3)sc2c2ccccc21,3,1,1.1,-3,·,4,0,0,-1
Cc1cc(C)cc(NC(=O)NCC(O)COc2ccc([N+](=O)[O-])cc2)c1 (configuration not stated),8,0,0.1,4,·,0,-4,10,1
SMILES,NPY-Y1 PAM-ag,Runt-CBFb FRET,S1P4 ag,Ba/F3 V617F tox,NPY Y1 blocker,BaF3 parental,RBBP9 inhibitor,S1P4 antag,NPY2 pot ag
CCCCN(C(=O)c1ccc(Cl)c([N+](=O)[O-])c1)c1c(N)n(CCC)c(=O)[nH]c1=O,9,0,0.8,1,3,9,1,-27,4
Cc1nn(CC(=O)Nc2ccc3c(c2)OCO3)c(C)c1[N+](=O)[O-],-8,0,1.6,5,1,6,-2,-1,-7
O=C(CSc1nc2ccccc2n1Cc1ccc(Cl)cc1)N/N=C/c1ccccc1C(=O)O,-7,-6,0.6,3,3,2,-11,-12,8
Cc1cc(=O)[nH]c2c3ccccc3nn12,-6,-1,0.5,-1,6,4,-5,-6,3
CCn1cc(C(=O)OCC(=O)c2cc(C)n(-c3ccccc3)c2C)c(=O)c2ccc(C)nc21,3,0,0.3,-4,3,2,4,-19,6
Cc1ccccc1OCC(=O)Nc1ccc(N2CCN(C(=O)C(C)C)CC2)c(Cl)c1,27,-5,0.3,-4,-2,9,-4,2,4
COc1ccccc1N1CC(C(=O)Nc2cccc(C(=O)O)c2)CC1=O (configuration not stated),8,2,-4.0,-4,3,-1,-8,7,15
CCn1cc(CNCc2ccc(OCC(O)CN(C)Cc3ccccc3)cc2)cn1 (configuration not stated),-23,1,-0.2,-3,8,9,-1,-5,-6
COc1ccc(OC)c(CNn2c(-c3ccccc3F)nc3ccccc3c2=O)c1,2,-1,0.2,-2,-2,-1,1,18,1
